Screening data as filed in PubChem BioAssay.
IkB signaling: IkB pathway inhibition in ABC-DLBCL cells; ABC-DLBCL IkBa-CBG/CBR dual luciferase ratio, 4 h; response scale: scaled: untreated 0%, proteasome inhibitor 100%; Potency, µM (titrated, usually from 57.1 µM), for inactives: at the highest dose IkBa stabilization activation; 110,000 tested, 0.04% active; active means well fitted curve in the direction sought with a large enough effect in the signal ratio, not every such curve was filed as active; inconclusive means small, poorly fitted or top-dose-only effect, or a change in a side signal; the % refers to the signal ratio;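 further: the direction sought is a rising ratio; 0% = basal untreated cells and 100% = reference inhibitor full response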
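Curves were fitted separately to fusion (green), unfused (red) and ratio luminescence, then classed by r2, magnitude and activity. Cells: OCI-Ly3, 4 h compound plus doxycycline at 37C; 10 uM MG-132 defined full response.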
p53ts 39C kill: p53ts cell cytotoxicity, nonpermissive temperature. H1299-p53A138V viability at 39C, ATP luminescence, 24 h. Potency, µM (highest dose often 46.1 µM), without a hit: at the top dose activity change, negative = cell killing, usual class: cytotoxic. 130,000 tested, 1.5% active. AID 902; further: nearly all actives have a fitted effect of over 55% in size
p53ts 32C tox: kills p53ts cells at the permissive temperature. H1299-p53A138V at 32C, ATP luminescence viability, 24 h. Potency, µM (top dose mostly 46.1 µM), without a hit: top-dose activity change, negative = cytotoxicity, hits mostly cytotoxic. 130,000 tested, 0.93% active;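 further: 0% = DMSO and -100% = full killing by reference compound; nearly all actives have a fitted effect of over 55% in size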
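Viability by ATPlite luminescence after 24 h compound treatment (up to 46 uM) at the permissive 32C. Cells are H1299 carrying p53 A138V. Scale runs from DMSO basal to 100 uM tamoxifen as full kill; AC50 from Hill fits.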
Imprint erasure: genomic imprint erasure induction; mouse ES Peg3-LacZ reporter, beta-gal luminescence, 40 h; Potency, µM (doses to about 60.7 µM), without a hit: top-dose activity change, positive = activation, most hits filed as activators; 110,000 tested, 0.02% active; AID 1948;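 further: 0% = negative control wells on the plate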
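Gelatin-coated wells received 300 freshly trypsinized female ES cells with a Peg3LacZ-Neo reporter on the maternal allele, then incubated 40 hours at 37C. BetaGlo was added for 5 minutes at room temperature before a single luminescence read.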
An asterisk follows results filed as active; ? = inconclusive; nt = not tested or not shown; & = joins results of further samples; [ ] = dose if it differs, or a comment. Unless noted, the call rests on the fitted dose curve; in most records, active means well fitted curve in the direction sought with a large enough effect; inconclusive means small, poorly fitted or top-dose-only effect, or another doubt; inactive means no such curve, though single readings can be large; an effect the other way counts as inactive or inconclusive. Unless noted, on the % scale 0 is the no-effect control and ±100 the full control effect; potency means the concentration at half of the fitted maximal effect.

1. Cc1csc2nc(COC(=O)c3cccc(NC(=O)c4cccc(Cl)c4)c3)cc(=O)n12
2. O=C(NCCc1ccc(Cl)cc1)C1CCN(S(=O)(=O)N2CCCC2)CC1
3. COc1ccccc1CNC(=O)CCC1N=C2c3ccccc3N=C(SCC(=O)NCCc3ccc(OC)c(OC)c3)N2C1=O (stereo not drawn)
4. OC(COCC1COc2ccccc2O1)CN1CCN(c2ccccn2)CC1 (stereo not drawn)
5. Cc1cc(=O)oc2c1c(C)nn2-c1ccc(C(=O)OC(C)C)cc1
6. CCCN1CCN(CCNC(=O)Nc2cc(OC)cc(OC)c2)CC1
7. CN(C)c1ccc(CN(C(=O)COc2ccccc2)C2CCS(=O)(=O)C2)cc1 (stereo not drawn)
8. CC(C)CCn1c(Cl)nc2c1c(=O)n(C)c(=O)n2C
Screen / compound no. | 1 | 2 | 3 | 4 | 5 | 6 | 7 | 8
IkB signaling | ? | 0.7% | -3.0% | -1.5% | -4.4% | ? | 3.4% | -0.5%
p53ts 39C kill | ? | -7% | 8% | -3% | 19% | -17% | 10% | -4%
p53ts 32C tox | 2% | 3% | 18% | -7% | 4% | 3% | 2% | -10%
Imprint erasure | -7%[10.9 µM] | -16% | -12%[10.9 µM] | -21% | 2% | 8%[10.9 µM] | -11% | -8%

Some of these compounds in order of the Imprint erasure value, largest number first.
cpd	structure	IkB signaling	Imprint erasure
5	Cc1cc(=O)oc2c1c(C)nn2-c1ccc(C(=O)OC(C)C)cc1	-4.4%	2%
8	CC(C)CCn1c(Cl)nc2c1c(=O)n(C)c(=O)n2C	-0.5%	-8%
2	O=C(NCCc1ccc(Cl)cc1)C1CCN(S(=O)(=O)N2CCCC2)CC1	0.7%	-16%

Remaining list, next part
9. CCOC(=O)c1c(NC(=O)c2cccs2)sc2c1CCCC2
10. CC(=O)CSc1nnc(-c2ccc3c(c2)OCO3)o1
11. CCOc1ccc(NC(=O)c2ccc3c(=O)n4c(nc3c2)CCCCC4)cc1
12. O=C(CCc1nnc2n(Cc3ccccc3Cl)c(=O)c3ccccc3n12)Nc1ccc(F)c(F)c1
13. COc1ccc(NC(C)=O)cc1NC(=O)CSc1nnc(-c2ccccc2)n1N
14. CCCc1cc(=O)n2[nH]c(NCc3ccccc3Cl)nc2n1
15. CC(C)Cc1cc(C(=O)N2N=C(C(F)F)CC2(O)C(F)F)c2ccccc2n1 (stereo not drawn)
16. OC(COCc1cccs1)CN1CCN(c2ccccn2)CC1 (stereo not drawn)
Screen / compound no. | 9 | 10 | 11 | 12 | 13 | 14 | 15 | 16
IkB signaling | 1.5% | nt | ? | ? | 0.9% | 4.8% | nt | 0.4%
p53ts 39C kill | 0% | -18% | -27% | ? | 13% | 0% | 2% | -1%
p53ts 32C tox | 2% | ? | -1% | 8% | 9% | 1% | 0% | 1%
Imprint erasure | 3% | nt | -11%[10.9 µM] | 4%[10.9 µM] | 13% | -5% | nt | 14%

17. CCn1cc2c(n1)-c1c(oc(C(=O)Nc3cccc(C(F)(F)F)c3)c1C)CC2
18. NC(=O)c1ccc([N+](=O)[O-])cc1
19. C=CC(=O)N1C(=O)c2ccccc2S1(=O)=O
20. O=C(Cn1cc(SCc2ccc(F)cc2)c2ccccc21)N1CCCCCC1
21. CCOc1ccccc1C(=O)N1CCN(CCc2ccccn2)CC1
22. Cc1cc(Cl)ccc1NC(=O)C1CCN(c2nnc(-n3c(C)ccc3C)s2)CC1
23. Cc1nn(C)cc1C1C2=C(CC(C)(C)CC2=O)OC2=C1C(=O)CC(C)(C)C2
24. COc1cccc(C2CC(c3ccccc3Cl)Nc3nc(N)nn32)c1 (stereo not drawn)
Screen / compound no. | 17 | 18 | 19 | 20 | 21 | 22 | 23 | 24
IkB signaling | ? | -0.7% | nt | -3.6% | 0.6% | ? | nt | 0.4%
p53ts 39C kill | ? | 16% | 5%[9.22 µM] | -1% | -8% | -11% | -4% | -7%
p53ts 32C tox | 32%[activator] | -19%[1.84 µM] | -2%[9.22 µM] | 5% | 9% | -5% | -4% | 6%
Imprint erasure | -10%[10.9 µM] | -2% | nt | -19%[10.9 µM] | -6%[10.9 µM] | -5%[10.9 µM] | nt | -13%

25. COCCn1c(SCC(N)=O)nc2c(c1=O)SC(C)C2 (stereo not drawn)
26. Cc1cc(Nc2ccc(Br)c(C)c2)n2nc(C)nc2n1
27. CC(=O)Nc1ccc(OCC(O)CN2CCN(c3cc(Cl)ccc3C)CC2)cc1 (stereo not drawn)
28. O=C(NC1CC(=O)N(c2ccc(F)cc2)C1)C(c1ccccc1)c1ccccc1 (stereo not drawn)
29. CC(C)=CC[N+]1(C)CCCCC1
30. Oc1ccc(O)cc1
31. CC(C)CC(C(=O)Nn1cnnc1)N1C(=O)c2ccccc2C1=O (stereo not drawn)
32. CCOC(=O)c1[nH]cnc1C(=O)Nc1ccncc1
Screen / compound no. | 25 | 26 | 27 | 28 | 29 | 30 | 31 | 32
IkB signaling | -0.2% | -1.0% | 4.3% | ? | nt | 1.6%&-5.8% | 0.8% | -1.1%
p53ts 39C kill | 18% | 2% | -20% | 6% | -30% | 12% | -10% | 11%
p53ts 32C tox | 2% | 2% | -4% | 8% | ? | -2% | 11% | 7%
Imprint erasure | -24% | -15% | -15% | 13%[10.9 µM] | nt | 10µM* | 7% | 8%

33. CCOC(=O)C1CCCN(C(=O)COC(=O)c2cc(=O)c3ccccc3o2)C1 (stereo not drawn)
34. CCOc1ccc(-n2c(SCC(=O)N3CCCCCC3)nc3c([nH]c4ccccc43)c2=O)cc1
35. Oc1ccccc1-c1nnc(SCCN2CCOCC2)n1Cc1ccccc1
36. COc1cc2cc(C(=O)Nc3ccccc3)c(N)nc2cc1OC
37. COc1ccc(NC(=O)Cn2c(=O)n(Cc3ccc(C(=O)NCc4ccccc4Cl)cc3)c(=O)c3ccccc32)cc1OC
38. O=S(=O)(Nc1cccc(C(F)(F)F)c1)c1ccc(-c2cnc(C3CC3)o2)cc1
39. Cc1ccc(C)c(Cn2c(=O)n(-c3ccc(Cl)cc3)c(=O)c3c4c(sc32)CCC4)c1
40. CC(C)c1nnc(NC(=O)CCC(=O)Nc2ccc(F)cc2)s1
Screen / compound no. | 33 | 34 | 35 | 36 | 37 | 38 | 39 | 40
IkB signaling | 0.0% | 1.4% | ? | ? | 0.5% | 17% | 3.5% | 6.3%
p53ts 39C kill | -7% | -28% | -28% | -10% | -11% | ? | 7% | 2%
p53ts 32C tox | -6% | 4% | ? | ? | 8% | 25% | 4% | 3%
Imprint erasure | -11% | 17%[10.9 µM] | 3% | -6% | -17%[10.9 µM] | -15%[10.9 µM] | -4%[10.9 µM] | -21%

A different layout for 11 compounds above:
| item | SMILES | IkB signaling | p53ts 39C kill | p53ts 32C tox | Imprint erasure |
| --- | --- | --- | --- | --- | --- |
| 30 | Oc1ccc(O)cc1 | 1.6%&-5.8% | 12% | -2% | 10µM* |
| 31 | CC(C)CC(C(=O)Nn1cnnc1)N1C(=O)c2ccccc2C1=O (stereo not drawn) | 0.8% | -10% | 11% | 7% |
| 32 | CCOC(=O)c1[nH]cnc1C(=O)Nc1ccncc1 | -1.1% | 11% | 7% | 8% |
| 33 | CCOC(=O)C1CCCN(C(=O)COC(=O)c2cc(=O)c3ccccc3o2)C1 (stereo not drawn) | 0.0% | -7% | -6% | -11% |
| 34 | CCOc1ccc(-n2c(SCC(=O)N3CCCCCC3)nc3c([nH]c4ccccc43)c2=O)cc1 | 1.4% | -28% | 4% | 17%[10.9 µM] |
| 35 | Oc1ccccc1-c1nnc(SCCN2CCOCC2)n1Cc1ccccc1 | ? | -28% | ? | 3% |
| 36 | COc1cc2cc(C(=O)Nc3ccccc3)c(N)nc2cc1OC | ? | -10% | ? | -6% |
| 37 | COc1ccc(NC(=O)Cn2c(=O)n(Cc3ccc(C(=O)NCc4ccccc4Cl)cc3)c(=O)c3ccccc32)cc1OC | 0.5% | -11% | 8% | -17%[10.9 µM] |
| 38 | O=S(=O)(Nc1cccc(C(F)(F)F)c1)c1ccc(-c2cnc(C3CC3)o2)cc1 | 17% | ? | 25% | -15%[10.9 µM] |
| 39 | Cc1ccc(C)c(Cn2c(=O)n(-c3ccc(Cl)cc3)c(=O)c3c4c(sc32)CCC4)c1 | 3.5% | 7% | 4% | -4%[10.9 µM] |
| 40 | CC(C)c1nnc(NC(=O)CCC(=O)Nc2ccc(F)cc2)s1 | 6.3% | 2% | 3% | -21% |

(listing goes on)
41. COC(=O)c1ccc(COc2ccc3c(C)c(C)c(=O)oc3c2)o1
42. Cc1cc(OCC(=O)Nc2cc(-c3nc4ncccc4o3)ccc2C)ccc1Cl
43. Cc1ccccc1NC(=O)Cn1c(=O)n(CCc2ccccc2)c(=O)c2ccccc21
44. CC(C)C(=O)NCC1(N(C)C)CCCCC1
45. O=S(=O)(c1ccccc1)c1nc(-c2ccc(Cl)cc2Cl)oc1N1CCCCCC1
46. CC(=O)C1=C(c2ccc(Cl)c(Cl)c2)N(C(C)=O)n2c(nnc2-c2ccccc2)S1
47. CCS(=O)(=O)N1CCN(c2nc(-c3ccccc3)cs2)CC1
48. COc1ccc(C2c3c(n(C)c4ccccc34)C(=O)N2CC(=O)Nc2ccccc2Cl)cc1 (stereo not drawn)
49. c1ccc(Cc2nnc3sc(-c4ccccn4)nn23)cc1
Screen / compound no. | 41 | 42 | 43 | 44 | 45 | 46 | 47 | 48 | 49
IkB signaling | ? | -6.4% | ? | 0.4% | ? | ? | 2.4% | 1.4% | 4.1%
p53ts 39C kill | -9% | ? | -6% | 11% | 4% | -4% | -22% | ? | 11%
p53ts 32C tox | -14% | -7% | -13% | 8% | 2% | 14% | -17% | 13% | 1%
Imprint erasure | -87%[inhibitor] | 13%[10.9 µM] | -8%[10.9 µM] | -12%[10.9 µM] | -16%[10.9 µM] | -9%[10.9 µM] | -2% | 5%[10.9 µM] | -16%
